Screens as filed in PubChem BioAssay.
DENV2 CPE: DENV2-induced cell death inhibition; DENV2-infected cells, cytopathic effect rescue, plate reader; CPE inhibition, % at 9.99 µM; 350,000 tested, 1.7% active; AID 651640; in the data active = CPE inhibition above about 20%, passing the limit was not always enough; inconclusive = no clear call, values can overlap the other calls; tested in BHK-21 cells;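 note: 0% = median of neutral control wells and 100% = median of positive control wells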
miR122 inh: miR-122 inhibition in Huh7 cells; activation (reporter increase), % at 12.5 µM; 340,000 tested, 0.3% active; Huh7 miR-122 Renilla luciferase sensor, 48 h; neutral wells = 0, positive control = 100;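 active = mean replicate activation score at least 90 and every replicate individually at or above 90; inconclusive = only one of the two criteria met; inactive = neither criterion met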;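 note: higher luciferase means less miR-122 activity so hits act as miR-122 inhibitors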
F508del corr: CFTR F508del correction in bronchial cells | CFBE cells, YFP halide quenching; stimulated with forskolin plus potentiator P3; % fluorescence drop versus neutral controls | activity (quench increase), % at 7.58 µM | 350,000 tested, 0.36% active | AID 720511;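 active = mean added fluorescence quench of at least 8% versus neutral control, with both replicates also reaching 8%; inconclusive = only one of the mean or replicate conditions met; inactive = mean below 8% and not both replicates reaching 8%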;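 note: cells transiently co-express mutant CFTR-F508del with the halide-sensitive YFP; corrector assay measuring rescue of mutant channel to the surface after 24 h compound exposure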
GSIS activator: GLuc luminescence reporter in INS-1E cells, primary screen for activators of glucose-dependent secretion of insulin; 370,000 tested, 0.61% active; INS-1E GLuc reporter insulin secretion, 2-3 h; activation, % at 16.6 µM;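 active = lowest replicate activation of at least 40%, so every replicate reaches that level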;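 note: 0% = median of neutral control wells and 100% = median of IBMX positive control wells; some compounds called inactive have numbers as strong as hits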
FN deposition inh: fibronectin deposition inhibition | AH1F fibroblasts, Alexa488-fibronectin deposition fluorescence, overnight | inhibition, % at 12.6 µM | 350,000 tested, 0.086% active;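 active = mean inhibition across replicates of 30% or more, regardless of how many single replicates reach that level; inconclusive = mean under 30% yet at least half of replicates reach 30%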;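 note: positive control wells lacked labelled fibronectin entirely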
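Measured by – fluorescence 485/525 nm · System – AH1F fibroblast monolayer, labelled fibronectin deposition · Amount – 10000 cells per well · Buffer or medium – serum-reduced DMEM (2% serum) · Doses – single dose, pinned · Also added – fluorescent fibronectin at 24 nM final · Schedule – 1 h cell attachment, overnight exposure to compound and label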
PAX8 reporter: lowers PAX8-driven luciferase in RMG-I cells; RMG-I TPO-luciferase reporter, SteadyGlo, 24 h; 360,000 tested, 1.2% active; AID 652154; inhibition, % at 12.6 µM;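 active = mean replicate inhibition at least 60% with every replicate also reaching 60%; inconclusive = only one of the two criteria is met; inactive = mean below 60% and not all replicates reaching 60%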;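 note: luciferase light reporting Pax8 driven TPO promoter activity; plate controls were median of neutral control wells for no effect and mitoxantrone controls for full effect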
EWS-Fli inh: inhibitors of EWS/Fli oncoprotein transcriptional activity. A673 NR0B1-luciferase reporter, viability-normalised. inhibition, % at 12.6 µM. 350,000 tested, 0.67% active. AID 651661;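 active = mean inhibition of at least 50% after viability correction, with every replicate also passing that limit; inconclusive = mean reaches 50% but only one of two replicates passes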;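 note: firefly luciferase signal divided by Alamar Blue viability fluorescence both relative to DMSO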
Numbers without * were called inactive; ? = inconclusive; . = not tested or not shown; & = joins results of further samples; [ ] = another dose, or the depositor's remark. Rows are unselected, and some 3.9% of all compounds hit somewhere here.

Value order – DENV2 CPE	miR122 inh	F508del corr	GSIS activator	FN deposition inh	PAX8 reporter	EWS-Fli inh
- Cc1n[nH]c(C)c1S(=O)(=O)N1CCCC(C(=O)N2CCN(c3ccc(Cl)cc3)CC2)C1 (configuration not stated)
  .	-6	.	.	-6	29	.
- Cc1ccc(S(=O)(=O)N2CCN(C(=O)CN3C(=O)c4ccc([N+](=O)[O-])cc4C3=O)CC2)cc1C
  -4	-3	-1.0	-4	3	3	1
- OC(c1ccccc1)(c1ccccc1)C1CCN(C(=S)NCCc2ccccc2)CC1
  1	3	-0.9	-5	1	-5	4
- COC(=O)c1ccc(N=Nc2c(C)[nH]n(-c3ccccc3)c2=O)cc1
  -4	6	0.4	7	7	25	13
- O=C(Nc1cccc(S(=O)(=O)NC2=NCCCCC2)c1)c1ccc(Cl)cc1
  -1	18	1.2	-22	0	21	28
- Cc1ccc(NC2c3ncccc3C(=O)N2Cc2ccco2)c(C)c1 (configuration not stated)
  4	.	.	13	22	1	8
- COc1ccc2c3c([nH]c2c1)[C@@H](CO)NCC31CN(C(=O)Nc2ccc3c(c2)OCO3)C1
  -1	.	-3.0	5	10	-8	-7
- CC(C)(CC(=O)O)CC(=O)N1CCCN(c2nccc(C(F)(F)F)n2)CC1
  -3	-8	0.2	0	0	-11	0
- O=C(C[C@H]1CC[C@H](NC(=O)C2CCC2)[C@@H](CO)O1)NC1CCC1
  40*	17[16.7 µM]	-3.8	14	.	-4	0
- Cc1noc(C)c1NC(=O)N(C)C[C@H]1Oc2ccc(NC(=O)CCN3CCOCC3)cc2CC(=O)N([C@@H](C)CO)C[C@H]1C
  0	29[16.7 µM]	-1.1	5	-3	.	-2
- COc1ccc(S(=O)(=O)N2CCN(CCOc3ccccc3Cl)CC2)cc1OC
  7	.	17*	-29	1	3	11
- Cc1ccc(S(=O)(=O)N2[C@@H](c3ccccc3F)C(C(=O)O)=CC[C@H]2c2cccc(C)c2)cc1
  .	.	1.2	-5	5	8	-15
- CC1CCN(c2nc(N3CCCCC3)nc(N3CCCCC3)n2)CC1
  .	-8	1.8	0	5	13	-4
- C[C@H](CO)N1C[C@H](C)[C@@H](CN(C)Cc2ccc(Oc3ccccc3)cc2)Oc2ccc(NC(=O)Nc3ccc(F)cc3)cc2C1=O
  2	-5[16.7 µM]	-0.2	-28	.	.	6
- COc1ccc(S(=O)(=O)Nc2ccc3c(c2)C(=O)N([C@@H](C)CO)C[C@H](C)[C@H](CN(C)Cc2ccc(C(F)(F)F)cc2)OCCCC[C@H](C)O3)cc1
  -2	-7[16.7 µM]	3.2	-13	-4	108*	18

Next section, overlapping the part above by two compounds.
Value order – DENV2 CPE	miR122 inh	F508del corr	GSIS activator	FN deposition inh	PAX8 reporter	EWS-Fli inh
- C[C@H](CO)N1C[C@H](C)[C@@H](CN(C)Cc2ccc(Oc3ccccc3)cc2)Oc2ccc(NC(=O)Nc3ccc(F)cc3)cc2C1=O
  2	-5[16.7 µM]	-0.2	-28	.	.	6
- COc1ccc(S(=O)(=O)Nc2ccc3c(c2)C(=O)N([C@@H](C)CO)C[C@H](C)[C@H](CN(C)Cc2ccc(C(F)(F)F)cc2)OCCCC[C@H](C)O3)cc1
  -2	-7[16.7 µM]	3.2	-13	-4	108*	18
- C/C(=N\NC(=O)c1ccccc1-n1cccc1)c1ccccn1
  6	-12	5.5	4	17	71*	12
- CCCCNC(=O)C1(O)c2cc(Br)ccc2NC(=O)N1c1cccc(OC)c1 (configuration not stated)
  3	-8	0.4	13	3	8	1
- CCN(CC)S(=O)(=O)c1ccc(N2CCCC2)c(NC(=O)C2=COCCO2)c1
  -4	0	2.0	6	4	-12	-2
- C[C@@H]1CN([C@@H](C)CO)C(=O)c2cc(NC(=O)Nc3cccc4ccccc34)ccc2O[C@@H]1CN(C)CC1CCCCC1
  9	-1[16.7 µM]	-1.7	-12	.	.	77*
- CN(Cc1ccon1)C(=O)C1CCC(=O)N(CCc2ccc(Cl)cc2)C1 (configuration not stated)
  0	4	2.2	2	19	-1	-3
- Oc1ccc(/C=N/Nc2nccnc2Cl)c(O)c1
  .	-32	.	.	18	6	.
- O=C(NCc1ccco1)/C(=C\c1ccco1)NC(=O)c1ccccc1Cl
  ?	2	-2.7	8	-3	-2	-1
- CCc1nnc(NC(=O)CSc2nc3ccccc3o2)s1
  .	-2	.	14	-1	.	.
- N#Cc1ccc(/C=N/NC(=O)c2cc(-c3cccs3)nc3ccccc23)cc1
  .	2	.	-14	7	-12	.
- CCc1noc(C)c1C(=O)OCC(=O)NCCc1ccc(OC)cc1
  8	.	2.1	8	-1	-2	-7
- COc1ccc(C(=O)N2CCCCC2)cc1S(=O)(=O)Nc1cccc(C(=O)O)c1
  0	-2	-1.2	-10	.	.	-4
- CCn1c(=O)c2c3c(sc2n2c(SCc4ccc(F)cc4)nnc12)CCCC3
  -3	-14	0.5	-12	-21	-10	3
- C/C=C/c1cnc2c(c1)C(=O)N([C@@H](C)CO)C[C@H](C)[C@H](CN(C)C(=O)C1CCOCC1)O2
  -5	11[16.7 µM]	2.4	19	.	0	-10
- COc1ccccc1CNC(=O)C1(c2ccc(Cl)cc2)CC1
  2	.	-3.7	-2	0	4	6
- C/C(=N\OCC(=O)Nn1c(C)nc2ccccc2c1=O)c1ccccc1
  -10	-10	.	2	-4	30	0
- C[C@H]1CN([C@@H](C)CO)C(=O)c2cc(NC(=O)NC3CCCCC3)ccc2O[C@H]1CN(C)S(C)(=O)=O
  -8	-1[16.7 µM]	-1.1	16	1	-7	-1
- Cc1ccc(C(=O)OCC(=O)N2C(C)CCCC2C)cc1S(=O)(=O)N1CCOCC1 (configuration not stated)
  25*	4	1.3	-33	-9	6	-2
- O=c1ccn(Cc2ccccc2)c2ccccc12
  -1	-2	0.5	5	-5	10	1
- O=C(N/C(=C\c1cccnc1)c1nc2ccccc2[nH]1)c1cccc(Br)c1
  -7	.	.	1	3	-8	1
- COc1ccc(NC(=O)N(C)C[C@H]2Oc3c(NC(=O)C4CCOCC4)cccc3C(=O)N([C@@H](C)CO)C[C@H]2C)cc1
  5	5[16.7 µM]	-2.1	14	.	-3	4
- COCC(=O)Nc1ccc2c(c1)OC[C@@H](C)N(C(=O)Cc1ccccn1)C[C@H](C)[C@@H](OC)CN(C)C2=O
  0	4[16.7 µM]	-1.4	-1	-7	.	-5
- COc1ccc(Nc2nc(OC)nc(OC)n2)cc1
  2	0	-1.8	2	-2	-27	-14
- O=C(Nc1ccccc1)/C(=C\c1ccco1)NC(=O)c1ccco1
  3	-4	0.2	0	0	18	-7
- COc1ccc(S(=O)(=O)Nc2ccc3c(c2)C(=O)N([C@@H](C)CO)C[C@@H](C)[C@@H](CN(C)Cc2ccccc2)O3)cc1
  1	1[16.7 µM]	-0.5	-6	.	.	-1
- Cc1ccc(OCC(=O)N/N=C/C=C/c2ccco2)cc1C
  -7	.	-3.6	-33	-1	2	-18
- Cc1ccccc1NC(=O)Nc1ccc2c(c1)C(=O)N(C)[C@@H]1CC[C@@H](CC(=O)NCC3CC3)O[C@@H]1CO2
  -13	-4[16.7 µM]	-1.4	-5	-4	1	2
- NS(=O)(=O)c1ccc(NC(=O)COC(=O)C2CC2)cc1
  -7	.	-1.1	-1	-1	-14	-3
- C[C@@H]1ON(C)[C@H]2C[C@H]3c4cc(N5CCOCC5)ccc4CCN3C(=O)[C@@H]12
  15	-5	-2.4	10	11	-12	0
- Cc1ccc(S(=O)(=O)N(C)C[C@H]2Oc3cc(Br)ccc3S(=O)(=O)N([C@H](C)CO)C[C@H]2C)cc1
  3&-3&1	69	-0.5&-3.2&-0.2	-18&1	-3	23&5	16&0&4
- CN1C(=O)c2cc(NC(=O)Nc3ccc(Cl)cc3)ccc2OC[C@@H]2O[C@H](CC(=O)O)CC[C@H]21
  8	-3[16.7 µM]	-2.3	-13	-10	8	7
- CC(=O)c1ccc(NC(=O)[C@@]2(CC(=O)O)CC(/C=C/c3ccccc3)=NO2)cc1
  1	1	0.9	5	1	-11	3
- Cc1ccnc(NC(=O)Nc2ccc3c(c2)N(C)C(=O)CS3)c1
  .	-9	.	-6	7	-105	.
- c1ccc(-c2nnnn2CCOCCn2nnnc2-c2ccccc2)cc1
  .	-2	1.1	-2	.	.	3
- Cc1cccc(-n2c(O)c(/C=N/NC(=O)c3ccccc3Cl)c3ccccc3c2=O)n1
  .	-12	.	4	3	17	.
- CSCCC(NC(=O)c1ccco1)C(=O)N1CC(C)OC(C)C1 (configuration not stated)
  -5	-1	1.9	5	-3	11	4
- COc1cccc(S(=O)(=O)N[C@H]2C=C[C@H](CC(=O)NC3Cc4ccccc4C3)O[C@H]2CO)c1
  2	13[16.7 µM]	-3.5	1	-4	-28	-13
- COc1ccccc1CCNC(=O)C(=O)NCC1CCCN1S(=O)(=O)c1ccccc1 (configuration not stated)
  -8	.	0.0	-7	-6	31	12
- CCOCCCn1c(=NC(C)=O)c(C#N)cc2c(=O)n3cccc(C)c3nc21
  1	3	.	19	2	12	-3
- O=C(COc1ccc(Cl)cc1)N1CCN(C(=O)c2cccs2)CC1
  12	-2	-0.4	-11	0	-12	2
- Cc1ccc(C(C(=O)NCC2CCCO2)N(C(=O)c2snc(C(N)=O)c2N)c2ccc3c(c2)OCCO3)cc1 (configuration not stated)
  1	-1	0.2	-21	-5	16	1
- N#Cc1c(N)nc2c(c1-c1ccc(F)cc1)c(=O)nc1sccn12
  2	-8	0.4	.	-3	17	3
- CCOc1ccc(N=C2C(=O)Nc3ccc(C)c(Br)c32)cc1
  2	.	-5.0	23	-13	2	52*
- N=c1c(S(=O)(=O)c2ccc(Cl)cc2)cc2c(=O)n3ccccc3nc2n1Cc1ccco1
  8	5	0.0	11	5	-1	-3
- COc1ccccc1NC(=O)N1CC(=O)N2[C@@H](CO)[C@H](c3ccc(C#Cc4ccccc4)cc3)[C@@H]2C1
  -4	.	0.7	-31	.	5	-4
- CCOC(=O)Nc1ccc(C(=O)c2ccncc2)cc1
  2	2	-3.5	2	5	-3	-13
- CCN(CC)C(=O)c1cccc(-c2csc(C(O)c3ccc(F)cc3)n2)c1 (configuration not stated)
  4	1	-1.2	-9	-2	3	3
- Cc1ccc2c(CC(=O)N(CC3CCCO3)c3c(N)n(Cc4ccccc4)c(=O)[nH]c3=O)coc2c1 (configuration not stated)
  -2	.	-2.6	-11	-4	6	-3
- O=c1[nH]c(SCc2ccccc2Cl)nc2[nH]ncc12
  -2	.	5.5	29	6	-43	-9
- COc1ccc2c3c([nH]c2c1)[C@H](CO)N(Cc1ccccc1)CC31CCN(C(=O)Nc2cccc(F)c2)CC1
  -10	.	1.5	-30	.	.	10
- C[C@@H]1CCCCO[C@H](CN(C)C(=O)CCC(F)(F)F)[C@@H](C)CN([C@@H](C)CO)C(=O)c2cc(NS(C)(=O)=O)ccc2O1
  1	0[16.7 µM]	-1.5	2	.	7	-5
- Cc1csc2c(N3CCN(C(=S)Nc4ccc(C(F)(F)F)cc4)CC3)ncnc12
  -1	3	-0.9	-43	-3	14	9
- C[C@@H]1CN([C@@H](C)CO)C(=O)c2cccc(NS(=O)(=O)c3ccc(F)cc3)c2O[C@H]1CN(C)Cc1ccc(C(=O)Nc2ccccc2N)cc1
  -7	.	-0.5	14	.	-21	37
- COC(=O)c1cccc(C23CC4(C2)[C@H](CN(C)[C@@H]4c2ccccc2)C3c2ccccc2)c1 (some centres not stated)
  2	-3	0.3	-3	17	-28	-81
- O=C(Oc1ccccc1F)C1CCN(C(=O)c2ccc(F)cc2)CC1
  -6	-1	-2.1	-1	-2	3	-1
- COc1ccc(C(=O)C(C)OC(=O)COc2ccccc2)cc1 (configuration not stated)
  -5	3	0.9	5	7	-3	-9
- O=C(CN1C(=O)C2C3C=CC(C4CC34)C2C1=O)Oc1ccccc1 (configuration not stated)
  -9	.	1.4	-1	7	11	-5
